Tcruzi prolif = T. cruzi proliferation inhibition. actives 5.9% (n = 77,000). T. cruzi beta-gal in NIH3T3, GalScreen luminescence, 90 h. inhibition, % at 8.34 µM;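 active means mean inhibition above about 93%, with at least 55% of replicates each passing it, limit read from the data, passing the limit was not always enough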
Pf Dd2 inh = P. falciparum Dd2 growth inhibition | SYBR Green, 72 h; stronger effect = lower value | activity change, % at 10 µM | actives 2.3% (n = 94,000); in the data active means activity change below about -80%
KDM4C inh = KDM4C (human) demethylase inhibition; GST-KDM4C 2-372, H3K9me3 peptide, LANCE TR-FRET; inhibition, % at 12.5 µM; actives 0.15% (n = 96,000); AID 720574;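 active means mean replicate inhibition above about 25%, with at least 55% of replicates also reaching it, limit read from the data, passing the limit was not always enough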
Target sequence (Q9H3R0 2-372 limits assumed): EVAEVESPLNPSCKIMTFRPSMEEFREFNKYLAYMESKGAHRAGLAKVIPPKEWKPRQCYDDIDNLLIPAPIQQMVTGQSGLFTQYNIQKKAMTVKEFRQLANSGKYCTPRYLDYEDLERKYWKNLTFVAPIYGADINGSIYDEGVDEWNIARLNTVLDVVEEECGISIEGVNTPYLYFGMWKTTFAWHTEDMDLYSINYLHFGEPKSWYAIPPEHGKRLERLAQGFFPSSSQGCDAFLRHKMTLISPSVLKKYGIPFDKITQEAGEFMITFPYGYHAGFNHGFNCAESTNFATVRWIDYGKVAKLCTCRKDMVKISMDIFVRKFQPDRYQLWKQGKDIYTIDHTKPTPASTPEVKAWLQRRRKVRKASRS
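System – N-terminal GST-fused human GASC-1 (KDM4C) fragment, residues 2-372 · Input – enzyme final amount 10 nM · Technique – LANCE TR-FRET, Eu antibody, ULight-streptavidin, EDTA, ex 340 nm, em 618/671 nm · Medium – HEPES buffer, pH 7.5, plus ascorbate · Incubation – enzyme reaction 30 min, then detection 60 min, both room temperature · Reagent – H3K9me3 peptide with Fe(II)/2OG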
C diff growth = C. difficile growth inhibition; Clostridium difficile clinical isolate growth, OD600, 24 h; stronger effect = lower value; actives 0.25% (n = 86,000); growth activity, negative = inhibition, % at 16 µg/mL (by protocol);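 active means mean growth activity at or below -80% and every replicate also at or below -80%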;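 further: 0% = DMSO wells and -100% = levofloxacin 16 µg/mL wells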
Active calls of the source: *.

How did C[C@@H]1CN([C@H](C)CO)C(=O)Cc2cc(NC(=O)CCCN(C)C)ccc2O[C@@H]1CN(C)CC1CCCCC1 do in these assays?
Tcruzi prolif: -2; Pf Dd2 inh: 13; KDM4C inh: 0.1; C diff growth: -33

What do the screens show for `C[C@H](CO)N1C[C@H](C)[C@@H](CN(C)Cc2ccc(Oc3ccccc3)cc2)Oc2ccc(NS(=O)(=O)c3ccc(F)cc3)cc2C1=O`?
Tcruzi prolif: 60; Pf Dd2 inh: -14; KDM4C inh: 0.5; C diff growth: 19

Results for O=C(C[C@H]1CC[C@@H]2[C@H](COC[C@@H](O)CN2C(=O)Nc2ccc(F)cc2)O1)NCCc1ccncc1 ?
Tcruzi prolif: 72; Pf Dd2 inh: 4; KDM4C inh: -2.2

Results for C[C@H](CO)N1C[C@H](C)[C@H](CN(C)CC2CCCCC2)OCc2cnnn2CCCC1=O ?
Tcruzi prolif: -22; Pf Dd2 inh: -12; KDM4C inh: 0.9

Results for C[C@@H]1CN([C@H](C)CO)S(=O)(=O)c2ccc(/C=C/c3ccccc3)cc2O[C@H]1CN(C)C(=O)Nc1ccc(F)cc1 ?
Tcruzi prolif: 126*; Pf Dd2 inh: -82*; KDM4C inh: 1.6; C diff growth: 19

What do the screens show for `CCC(=O)N(C)C[C@H]1Oc2cc(-c3cncnc3)ccc2S(=O)(=O)N([C@@H](C)CO)C[C@@H]1C`?
Tcruzi prolif: 13; Pf Dd2 inh: 27; KDM4C inh: 1.4; C diff growth: 3

Results for C[C@@H]1CCCCO[C@@H](CN(C)Cc2ccc(C(=O)Nc3ccccc3N)cc2)[C@@H](C)CN([C@H](C)CO)C(=O)c2cc(NC(=O)Nc3ccc(F)cc3)ccc2O1 ?
Pf Dd2 inh: -87*; KDM4C inh: -0.3; C diff growth: 34

What do the screens show for `COCCNC(=O)C[C@@H]1CC[C@@H]2[C@H](COc3ccc(NC(=O)Nc4cccc(F)c4)cc3C(=O)N2C)O1`?
Tcruzi prolif: 17; Pf Dd2 inh: -25; KDM4C inh: 3.8; C diff growth: 2

How did COc1ccc2c3c(n(C)c2c1)[C@@H](CO)N(C(=O)c1ccccc1)CC31CCN(C(C)=O)CC1 do in these assays?
Pf Dd2 inh: -61; KDM4C inh: 0.1; C diff growth: -1

What do the screens show for `C[C@H](O)C#Cc1cnc2c(c1)C(=O)N([C@@H](C)CO)C[C@H](C)[C@@H](CN(C)C(=O)CN1CCOCC1)O2`?
Tcruzi prolif: 74; Pf Dd2 inh: 39; KDM4C inh: -1.9; C diff growth: -3

Results for CC(C)NC(=O)Nc1ccc2c(c1)C(=O)N([C@@H](C)CO)C[C@H](C)[C@@H](CN(C)S(=O)(=O)c1ccccc1)OCCCC[C@H](C)O2 ?
Tcruzi prolif: 34; Pf Dd2 inh: -63; KDM4C inh: -0.4; C diff growth: -3

What do the screens show for `COc1cccc(S(=O)(=O)Nc2ccc3c(c2)[C@H]2C[C@H](CC(=O)NC4CCCCC4)O[C@@H](CO)[C@H]2O3)c1`?
Tcruzi prolif: 2; Pf Dd2 inh: -8; KDM4C inh: 0.5; C diff growth: -1

What do the screens show for `Cc1ccc(S(=O)(=O)N[C@@H]2CC[C@H](CC(=O)O)O[C@H]2CO)cc1`?
Tcruzi prolif: 8; Pf Dd2 inh: 26; KDM4C inh: 0.1

What do the screens show for `C[C@@H]1CN([C@H](C)CO)C(=O)c2cc(N(C)C)ccc2O[C@@H]1CN(C)C(=O)Nc1ccc(F)cc1`?
Tcruzi prolif: 13; Pf Dd2 inh: 13; KDM4C inh: 9.0; C diff growth: -2

What do the screens show for `CO[C@@H]1CN(C)C(=O)c2cc(NS(=O)(=O)CC(F)(F)F)ccc2OC[C@H](C)NC[C@@H]1C`?
Tcruzi prolif: 23; Pf Dd2 inh: -1; KDM4C inh: 1.6

What do the screens show for `CN(C)C(=O)C[C@H]1CC[C@H]2[C@H](COc3ccc(NC(=O)C4CCOCC4)cc3C(=O)N2C)O1`?
Tcruzi prolif: -59; Pf Dd2 inh: 8; KDM4C inh: 4.9; C diff growth: -4

What do the screens show for `O=C(Nc1ccccc1)N1CC(=O)N2[C@H](CO)[C@H](c3ccc(C#CC4CCCC4)cc3)[C@H]2C1`?
Pf Dd2 inh: -47; KDM4C inh: -0.5; C diff growth: -4

How did CNC[C@H]1Oc2ccc(NS(=O)(=O)c3ccc(F)cc3)cc2CC(=O)N([C@@H](C)CO)C[C@H]1C do in these assays?
Pf Dd2 inh: 14; KDM4C inh: -0.6; C diff growth: -4

Results for COc1ccc(S(=O)(=O)Nc2cccc3c2O[C@@H](CN(C)Cc2ccc(-c4ccccc4)cc2)[C@@H](C)CN([C@H](C)CO)C3=O)cc1 ?
Tcruzi prolif: 37; Pf Dd2 inh: -11; KDM4C inh: -2.7; C diff growth: 52

How did CN1C(=O)c2cc(NC(=O)NC3CCCC3)ccc2OC[C@H]2O[C@H](CC(=O)O)CC[C@H]21 do in these assays?
Tcruzi prolif: -31; Pf Dd2 inh: 10; KDM4C inh: -1.2; C diff growth: -4

Two compounds picked at random from the list so far:
What do the screens show for `CN(C)C(=O)C[C@H]1CC[C@H]2[C@H](COc3ccc(NC(=O)C4CCOCC4)cc3C(=O)N2C)O1`?
Tcruzi prolif: -59; Pf Dd2 inh: 8; KDM4C inh: 4.9; C diff growth: -4

What do the screens show for `C[C@H](O)C#Cc1cnc2c(c1)C(=O)N([C@@H](C)CO)C[C@H](C)[C@@H](CN(C)C(=O)CN1CCOCC1)O2`?
Tcruzi prolif: 74; Pf Dd2 inh: 39; KDM4C inh: -1.9; C diff growth: -3

Back to the main list; the two compounds before the break are reprinted first.
Results for COc1ccc(S(=O)(=O)Nc2cccc3c2O[C@@H](CN(C)Cc2ccc(-c4ccccc4)cc2)[C@@H](C)CN([C@H](C)CO)C3=O)cc1 ?
Tcruzi prolif: 37; Pf Dd2 inh: -11; KDM4C inh: -2.7; C diff growth: 52

How did CN1C(=O)c2cc(NC(=O)NC3CCCC3)ccc2OC[C@H]2O[C@H](CC(=O)O)CC[C@H]21 do in these assays?
Tcruzi prolif: -31; Pf Dd2 inh: 10; KDM4C inh: -1.2; C diff growth: -4

What do the screens show for `C[C@@H]1CN([C@H](C)CO)C(=O)Cc2cc(NS(=O)(=O)c3ccc(F)cc3)ccc2O[C@@H]1CN(C)Cc1ccc(-c2ccccc2)cc1`?
Tcruzi prolif: 43; Pf Dd2 inh: 15; KDM4C inh: 2.2

What do the screens show for `COc1ccc(S(=O)(=O)N[C@H]2C=C[C@@H](CC(=O)NCCc3ccccc3)O[C@H]2CO)cc1`?
Tcruzi prolif: 10; Pf Dd2 inh: -46; KDM4C inh: -1.3; C diff growth: -2

How did C[C@@H]1CCCCO[C@H](CN(C)C(=O)Nc2ccc(C(F)(F)F)cc2)[C@@H](C)CN([C@H](C)CO)C(=O)c2cc(NS(=O)(=O)c3cccs3)ccc2O1 do in these assays?
Tcruzi prolif: 95; Pf Dd2 inh: -35; KDM4C inh: 10; C diff growth: -9

What do the screens show for `CC(C)C[C@H]1COCn2nncc2CC[C@H](C)C(=O)N1`?
KDM4C inh: 0.3; C diff growth: -2

How did C[C@H](CO)N1C[C@H](C)[C@H](CN(C)C(=O)Nc2ccccc2)Oc2c(NS(C)(=O)=O)cccc2C1=O do in these assays?
Tcruzi prolif: -128; Pf Dd2 inh: 13; KDM4C inh: 0.4; C diff growth: 3

Results for O=C(Nc1ccccc1)[C@@H]1[C@@H](CO)[C@@H]2Cn3c(cccc3=O)[C@@H]2N1Cc1ccccc1Cl ?
Tcruzi prolif: 51; Pf Dd2 inh: -14; KDM4C inh: 0.2; C diff growth: 13

How did COc1ccc(S(=O)(=O)N(C)C[C@H]2OCCCC[C@@H](C)Oc3ccc(NC(=O)Nc4ccc(C(F)(F)F)cc4)cc3C(=O)N([C@@H](C)CO)C[C@H]2C)cc1 do in these assays?
Tcruzi prolif: 89; Pf Dd2 inh: -85*; KDM4C inh: 0.6; C diff growth: -3

How did COc1cccc(-c2ccc([C@@H]3[C@H]4CN(S(=O)(=O)c5cccs5)CCCCN4[C@H]3CO)cc2)c1 do in these assays?
Tcruzi prolif: 81; Pf Dd2 inh: -1; KDM4C inh: -3.3; C diff growth: -4

Results for C[C@H](CO)N1C[C@H](C)[C@H](CN(C)CC2CCCC2)Oc2ncc(-c3ccc(F)cc3)cc2C1=O ?
Tcruzi prolif: 40; Pf Dd2 inh: -24; KDM4C inh: 3.8; C diff growth: 23

How did C[C@H](O)C#Cc1ccc2c(c1)O[C@@H](CN(C)C(=O)c1ccccc1)[C@@H](C)CN([C@@H](C)CO)S2(=O)=O do in these assays?
Tcruzi prolif: 17; Pf Dd2 inh: -39; KDM4C inh: -1.0; C diff growth: -2

What do the screens show for `C[C@@H]1CN([C@H](C)CO)C(=O)c2cc(NC(=O)c3ccncc3)ccc2O[C@H]1CN(C)S(=O)(=O)c1ccc(F)cc1`?
Tcruzi prolif: 51; Pf Dd2 inh: 8; KDM4C inh: -0.6; C diff growth: 2

Results for O=C(C[C@@H]1CC[C@H]2[C@@H](COC[C@@H](O)CN2Cc2ccc3c(c2)OCO3)O1)Nc1ccccc1 ?
Tcruzi prolif: 28; Pf Dd2 inh: 6; KDM4C inh: 0.8; C diff growth: 4

What do the screens show for `CC(C)NC(=O)N1CC(=O)N2[C@@H](CO)[C@H](c3ccc(C#CCN(C)C)cc3)[C@@H]2C1`?
Pf Dd2 inh: 41; KDM4C inh: 0.8; C diff growth: 4

How did O=C1CN(S(=O)(=O)Cc2ccccc2)C[C@H]2[C@@H](c3ccc(C#CC4CC4)cc3)[C@H](CO)N12 do in these assays?
Pf Dd2 inh: 5; KDM4C inh: 0.1; C diff growth: 2

Results for C[C@H]1CN([C@@H](C)CO)C(=O)c2cccc(NC(=O)Nc3ccc(C(F)(F)F)cc3)c2O[C@H]1CN(C)C(=O)Nc1ccc(C(F)(F)F)cc1 ?
Tcruzi prolif: 91; Pf Dd2 inh: -76; KDM4C inh: 2.1; C diff growth: 51

How did COCC(=O)Nc1ccc2c(c1)OC[C@H](C)N(Cc1cncnc1)C[C@H](C)[C@H](OC)CN(C)C2=O do in these assays?
Tcruzi prolif: 31; KDM4C inh: -0.8

How did COc1ccc(CN(C)C[C@H]2Oc3ccc(NC(=O)NC4CCCCC4)cc3C(=O)N([C@H](C)CO)C[C@@H]2C)cc1 do in these assays?
Pf Dd2 inh: 12; KDM4C inh: 0.8; C diff growth: -2

Results for Cc1ccccc1S(=O)(=O)N1[C@H](C#N)[C@H](c2ccc(C#CC3CCCCC3)cc2)[C@H]1CO ?
Tcruzi prolif: 93; Pf Dd2 inh: -34; KDM4C inh: -0.4; C diff growth: 8

How did Cc1noc(C)c1NC(=O)N[C@@H]1CC[C@H](CC(=O)N2CCCCC2)O[C@H]1CO do in these assays?
Tcruzi prolif: 14; Pf Dd2 inh: 7; KDM4C inh: 2.9; C diff growth: -1

How did COC(=O)C[C@@H]1C[C@@H]2c3cc(NC(=O)C4CCC4)ccc3O[C@@H]2[C@@H](CO)O1 do in these assays?
Tcruzi prolif: 12; Pf Dd2 inh: 11; KDM4C inh: -0.3; C diff growth: -8

Results for O=C(Cc1ccccc1)N1C[C@@H]2[C@H](c3ccccc31)[C@H](CO)N2C(=O)Cc1ccccc1 ?
Tcruzi prolif: 71; Pf Dd2 inh: -11; KDM4C inh: 1.8; C diff growth: -4

Results for Cc1ccc(S(=O)(=O)Nc2ccc3c(c2)C(=O)N([C@@H](C)CO)C[C@@H](C)[C@H](CN(C)C(=O)CCCN(C)C)OCCCC[C@@H](C)O3)cc1 ?
Tcruzi prolif: 48; Pf Dd2 inh: 8; KDM4C inh: 3.2

Results for C[C@@H]1CN([C@H](C)CO)C(=O)Cc2cc(NC(=O)Cc3cn(C)c4ccccc34)ccc2O[C@@H]1CN(C)S(C)(=O)=O ?
Tcruzi prolif: -81; Pf Dd2 inh: 10; KDM4C inh: 0.1; C diff growth: 1

How did COc1cccc(S(=O)(=O)N[C@H]2CC[C@@H](CCN)O[C@@H]2CO)c1 do in these assays?
Tcruzi prolif: 44; Pf Dd2 inh: 36; KDM4C inh: 1.3

How did Cc1noc(C)c1S(=O)(=O)N(C)C[C@@H]1OCCCC[C@@H](C)Oc2ccc(NC(=O)Cc3ccccc3)cc2C(=O)N([C@@H](C)CO)C[C@@H]1C do in these assays?
Pf Dd2 inh: -74; KDM4C inh: 7.9; C diff growth: -8

What do the screens show for `C[C@@H]1CN([C@H](C)CO)C(=O)Cc2cc(NC(=O)c3ccncc3)ccc2O[C@@H]1CN(C)S(=O)(=O)c1cn(C)cn1`?
Tcruzi prolif: -24; Pf Dd2 inh: 15; KDM4C inh: -1.2; C diff growth: -1

Of the compounds above, two have a thiophene ring, fused or not.
How did C[C@@H]1CCCCO[C@H](CN(C)C(=O)Nc2ccc(C(F)(F)F)cc2)[C@@H](C)CN([C@H](C)CO)C(=O)c2cc(NS(=O)(=O)c3cccs3)ccc2O1 do in these assays?
Tcruzi prolif: 95; Pf Dd2 inh: -35; KDM4C inh: 10; C diff growth: -9

How did COc1cccc(-c2ccc([C@@H]3[C@H]4CN(S(=O)(=O)c5cccs5)CCCCN4[C@H]3CO)cc2)c1 do in these assays?
Tcruzi prolif: 81; Pf Dd2 inh: -1; KDM4C inh: -3.3; C diff growth: -4
